Screens from PubChem BioAssay.
SKN-1 block = blocks SKN-1 activity in C. elegans | inhibition, % at 21.8 µM | AID 624304 | 0.49% of 360,000 active | C. elegans VP596 Pgst-4::GFP/RFP ratio, acrylamide-induced, 24 h;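 active = interference check ratio from 0.5 to 1.5 plus GFP to RFP signal ratio inhibition reaching or exceeding a fixed threshold, cut at about 30% in these data, passing the limit was not always enough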; also: some compounds called inactive have numbers as strong as hits
Neddyl block = blocks human cullin neddylation. P61081+Q13564. TR-FRET cullin neddylation, biochemical. calls only at 25 µM. 0.58% of 360,000 active. AID 651699; in the data active = inhibition above about 36%
MT1-MMP act inh = MT1-MMP (human) activation inhibition | HT1080 RFP-PRO-GFP cells, GFP/RFP ratio fluorescence, overnight; percent of plate control window, DMSO zero | 0.061% of 360,000 active | GFP/RFP ratio change, % at 20 µM | P50281;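 active = GFP/RFP ratio change of at least 30% with cell ATP level not reduced by more than half and red fluorescence within 50% of control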; also: strong numbers were not always called active
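Material – HT1080 RFP-PRO-GFP cells · Control set – DMSO wells and RFP-L50D-GFP cells · Incubation – overnight cell settling, then overnight compound exposure, 37 °C, 5% CO2 · Compound dosing – single-point 20 µM compound, 1% DMSO · Read-out – GFP/RFP fluorescence ratio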
Rin1 Abl inh = inhibitors of human Rin1-Abl protein interaction. P00519+Q13671. TR-FRET Rin1/Abl binding, biochemical. inhibition, % at 7.35 µM. 0.4% of 360,000 active; in the data active = inhibition above about 5%, passing the limit was not always enough
Target sequence (P00519 whole entry, looked up): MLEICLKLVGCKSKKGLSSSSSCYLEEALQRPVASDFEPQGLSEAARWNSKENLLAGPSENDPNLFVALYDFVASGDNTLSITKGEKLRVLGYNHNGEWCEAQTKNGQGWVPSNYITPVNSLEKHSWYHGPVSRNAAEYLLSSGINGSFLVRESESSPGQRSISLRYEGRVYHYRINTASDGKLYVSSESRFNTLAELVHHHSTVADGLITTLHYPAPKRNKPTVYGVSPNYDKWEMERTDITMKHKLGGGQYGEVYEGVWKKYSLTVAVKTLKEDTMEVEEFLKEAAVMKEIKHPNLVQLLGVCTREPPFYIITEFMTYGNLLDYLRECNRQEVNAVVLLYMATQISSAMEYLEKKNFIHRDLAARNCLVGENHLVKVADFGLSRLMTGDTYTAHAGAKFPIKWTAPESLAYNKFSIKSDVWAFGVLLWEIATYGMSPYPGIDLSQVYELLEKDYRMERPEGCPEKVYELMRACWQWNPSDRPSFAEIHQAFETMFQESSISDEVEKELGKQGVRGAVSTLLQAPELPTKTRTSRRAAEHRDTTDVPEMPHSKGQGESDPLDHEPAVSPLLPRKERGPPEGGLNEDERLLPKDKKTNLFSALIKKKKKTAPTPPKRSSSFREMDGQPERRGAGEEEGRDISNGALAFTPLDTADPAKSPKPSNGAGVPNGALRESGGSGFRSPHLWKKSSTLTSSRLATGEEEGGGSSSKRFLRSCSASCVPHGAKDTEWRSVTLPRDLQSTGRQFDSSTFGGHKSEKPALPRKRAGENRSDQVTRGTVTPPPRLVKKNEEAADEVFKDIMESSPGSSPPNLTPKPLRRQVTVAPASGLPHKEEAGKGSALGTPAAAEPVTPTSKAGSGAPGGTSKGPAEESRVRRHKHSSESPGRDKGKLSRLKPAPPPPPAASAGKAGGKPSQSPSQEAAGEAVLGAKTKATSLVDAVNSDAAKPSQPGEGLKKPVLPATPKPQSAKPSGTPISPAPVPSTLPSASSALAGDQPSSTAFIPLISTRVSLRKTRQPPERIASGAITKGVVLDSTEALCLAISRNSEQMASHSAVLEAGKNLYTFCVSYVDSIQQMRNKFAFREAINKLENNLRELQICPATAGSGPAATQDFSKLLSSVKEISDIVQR
Target sequence (Q13671 whole entry, looked up): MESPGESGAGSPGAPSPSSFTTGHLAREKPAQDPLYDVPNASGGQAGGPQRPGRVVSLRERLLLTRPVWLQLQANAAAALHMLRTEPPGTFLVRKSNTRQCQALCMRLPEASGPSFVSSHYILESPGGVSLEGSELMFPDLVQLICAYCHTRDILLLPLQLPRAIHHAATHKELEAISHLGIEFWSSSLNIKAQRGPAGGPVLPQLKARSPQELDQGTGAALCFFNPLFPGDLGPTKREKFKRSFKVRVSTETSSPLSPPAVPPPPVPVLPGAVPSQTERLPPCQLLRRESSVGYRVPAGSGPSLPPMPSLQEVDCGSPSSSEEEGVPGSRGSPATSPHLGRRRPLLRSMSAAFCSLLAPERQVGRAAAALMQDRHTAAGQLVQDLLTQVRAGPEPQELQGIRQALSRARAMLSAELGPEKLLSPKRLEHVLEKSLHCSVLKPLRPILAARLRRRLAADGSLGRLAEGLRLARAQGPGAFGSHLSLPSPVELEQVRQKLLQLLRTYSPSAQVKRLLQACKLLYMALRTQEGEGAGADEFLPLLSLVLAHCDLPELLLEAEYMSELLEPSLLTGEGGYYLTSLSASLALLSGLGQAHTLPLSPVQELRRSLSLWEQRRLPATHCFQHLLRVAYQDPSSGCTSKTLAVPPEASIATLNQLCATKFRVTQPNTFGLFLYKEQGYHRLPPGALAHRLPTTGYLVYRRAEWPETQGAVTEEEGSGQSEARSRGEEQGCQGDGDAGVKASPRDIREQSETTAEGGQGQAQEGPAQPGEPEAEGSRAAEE
bovine MsrA act = activators of bovine methionine sulfoxide reductase A; purified bovine MsrA, absorbance read-out; activation, % at 10.6 µM; 0.3% of 360,000 active; AID 602163; in the data active = activation above about 7.5%;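 also: 0% = vehicle and 100% = reference activator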
NRP1-CendR mod = modulators of CendR peptide binding to human neuropilin-1; FAM-RPARPAR peptide binding to NRP-1, fluorescence polarization; 0.85% of 360,000 active; AID 602438; O14786; inhibition, % at 25 µM;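 active = inhibition or corrected inhibition above about 18%, plus a signal ratio from 0.5 to 1.5, limit read from the data, passing the limit was not always enough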; also: strong numbers were not always called active
MsrA inh = inhibitors of bovine MsrA; AID 651718; 0.75% of 360,000 active; purified bovine MsrA, absorbance read-out; inhibition, % at 15.5 µM; in the data active = inhibition above about 4.5%;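 also: 0% = vehicle wells with enzyme and 100% = reference inhibitor wells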
eLon inh = E. coli protease La inhibition; inhibition, % at 7.94 µM; purified E. coli Lon protease, fluorescence polarization; P0A9M0; 0.42% of 360,000 active; in the data active = inhibition above about 13%, passing the limit was not always enough;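 also: 0% = enzyme with probe and DMSO and 100% = no enzyme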
FAS TE block = FAS thioesterase (human) inhibition; inhibition, % at 15 µM; AID 602261; 0.67% of 360,000 active; recombinant FAS-TE, OMFH fluorogenic substrate, fluorescence endpoint; P49327;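 active = compounds whose normalised, plate-corrected inhibition of enzyme fluorescence in the single-dose primary screen is 50% or more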;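 also: 0% = DMSO with enzyme and 100% = substrate without enzyme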
An asterisk follows results filed as active; i = inactive; x = no result given.

SMILES	SKN-1 block	Neddyl block	MT1-MMP act inh	Rin1 Abl inh	bovine MsrA act	NRP1-CendR mod	MsrA inh	eLon inh	FAS TE block
Cc1nn(Cc2c(Cl)cccc2Cl)c(C)c1N	-8	i	-5	1	-6	-13	0.0	6	-4
COCCCN1CC(=O)N2C(c3ccc(OC)c(OC)c3)c3[nH]c4ccccc4c3C[C@H]2C1=O (some centres not stated)	-4	i	1	1	-2	2	-0.8	0	0
COc1ccc(N2C(=O)/C(=C\c3ccco3)N=C2SCC(=O)NC(C)(C)C)cc1Cl	10	i	-12	-4	-2	-14	0.9	-30	13
Nc1nc(Cl)nc(N(c2ccccc2)c2ccccc2)n1	-6	i	0	4	-13	0	0.1	0	-8
CSc1ccccc1Sc1cc(C(=O)O)c2ccccc2n1	-11	i	4	-5	-1	-7	1.4	-4	-8
CC(OC(=O)Cc1c[nH]c2ccccc12)C(=O)c1ccccc1 (configuration not stated)	-28	i	5	5	-7	10	-1.6	-4	5
Cn1c(C(=O)O)ccc1S(=O)(=O)N(Cc1ccccc1)Cc1ccccc1	5	i	-2	0	-4	-3	-0.6	1	-2
O=C(C[C@H]1C[C@@H]2c3cc(NC(=O)Nc4ccccc4)ccc3O[C@@H]2[C@@H](CO)O1)NCC1CC1	4	i	0	4	0	-5	1.1	1	-2
COc1ccc(/C=C/C(=O)Nc2ccc(N3CCOCC3)cc2)cc1	-1	i	6	-3	-4	-11	0.5	-12	-11
CC(=O)Nc1ccccc1NC(=O)c1cccc2ccccc12	-1	i	0	-3	-2	6	-0.5	0	-6
CCOC(=O)CN1N=C(c2ccc(Cl)cc2)CCC1=O	10	i	0	-2	-1	1	0.6	9	-2
O=C(O)C(=O)Cc1c[nH]c2ccccc12	-1	i	-5	3	-1	-32	1.7	-15	-6
Cc1c(/C=C2\SC(=O)N(CC(=O)Nc3ccc4c(c3)OCO4)C2=O)c2ccccc2n1C	7	i	2	0	-4	-20	-1.2	-7	13
O=C(c1c(F)cccc1F)N(C1CCCCC1)C1CCCCC1	22	i	-4	0	-2	9	0.9	-11	20
COc1ccc(S(=O)(=O)N(C)C[C@@H]2OCc3cnnn3CCCC(=O)N([C@@H](C)CO)C[C@@H]2C)cc1	4	i	2	0	-6	-16	0.3	-1	-2
CC1=CC(=C(C#N)C#N)C=C(C)N1CCN1CCN(C(=O)Nc2ccc(Cl)c(Cl)c2)CC1	-2	i	-3	3	-7	-13	-0.1	3	-1
CC1CN(CC(=O)Nc2ccc(Br)cn2)CC(C)O1 (configuration not stated)	-2	i	-1	-1	-1	-2	-0.8	7	-4
CCOc1ccc(Cc2nnc(SCC(N)=O)n2C)cc1	12	i	3	1	0	2	-0.9	0	-8
CCn1ncc(Cl)c1C(=O)NC(=S)Nc1ccccc1Br	-3	i	-7	2	-1	-5	-0.4	-5	16
O=C(O)c1ccc(NS(=O)(=O)c2ccc3nnn(O)c3c2)cc1	13	i	5	-1	-7	3	0.7	1	-5
COc1ccc(-n2ncc3c(N(C)C4CCCCC4)ncnc32)cc1	-5	i	0	-4	-2	-1	0.3	-4	24
CN(C)S(=O)(=O)Nc1ccc2c(c1)Cc1ccccc1-2	5	i	2	2	-2	0	0.4	4	1
CCOc1ccc(C=NNC(=O)c2ccc(-n3cnnn3)cc2)cc1	-9	i	3	2	-6	3	1.4	-1	-10
Cc1ccc(-c2cc(C(F)(F)F)n3ncc(C(=O)N4CCCCC4c4cccnc4)c3n2)cc1 (configuration not stated)	7	i	-16	-1	0	-1	0.5	-10	15
O=C(Nc1ccccc1F)c1ccn[nH]1	4	i	3	2	-3	-6	1.3	-7	-10
CS(=O)(=O)c1ccc(-c2cccc(NC(=O)COc3ccc(Cl)cc3)c2)nn1	-3	i	6	0	-6	-6	-0.9	-1	-5
Cc1cc(SCc2cccc(Cl)c2)nc(=O)[nH]1	1	i	-1	0	0	2	0.9	-12	-5
Cc1ccc(C(=O)N2CCOCC2)cc1S(=O)(=O)N1CCCCC1	12	i	-7	0	0	-54	0.2	0	-8
O=C(/C=C/c1cc([N+](=O)[O-])ccc1OC(F)F)NCc1ccc(F)cc1	9	i	5	-3	1	2	0.3	1	72*
COc1ccccc1NC(=O)CSc1nnc(CC(=O)Nc2ccccc2C)n1C	1	i	-6	2	-2	5	2.1	5	-8
CC(C)=CC(=O)Nc1ccc(Cl)cc1	14	i	6	2	-2	6	0.6	5	3
CC(C)N(C(=O)Cn1c(-c2ccccc2Cl)nc2ccccc21)c1ccccc1	5	i	0	-1	1	17	-0.7	9	-4
O=C1NC(=NCc2ccccc2)NC1(c1ccccc1)c1ccccc1	-1	i	0	4	-2	16	0.8	7	0
CC1=C(C(=O)N2CCOCC2)CC(CC(=O)NCCCCc2ccccc2)C(=O)N1CCC1=CCCCC1 (configuration not stated)	15	i	-5	0	-5	-14	1.6	-2	2
Cc1nc2ccccc2n1CC(=O)OCC(=O)N1CCC(C)CC1	-5	i	8	-2	-3	3	-0.7	-1	-2
O=C(CCC(=O)Nc1ccccc1Cl)NNS(=O)(=O)c1ccc(Cl)cc1	9	i	-1	0	-1	13	-0.7	-2	1
CCOc1ccc(NC(=O)CSc2nc(=O)n(Cc3cccnc3)c3c2CCC3)cc1	-4	i	-3	-1	-5	1	-0.6	2	-1
O=C(CSc1nc2c([nH]c3ccccc32)c(=O)n1-c1ccccc1F)NCC1CCCO1 (configuration not stated)	-20	i	-5	-3	-6	12	-0.1	8	-1
COc1cc(OC)c(-c2sc(Nc3ccccc3)n[n+]2-c2ccc(F)cc2)cc1OC	-5	i	-1	2	-11	13	4.6*	-10	-17
CCOC(=O)C(C)Oc1ccc2c(CC)cc(=O)oc2c1C (configuration not stated)	6	i	-1	-1	-4	4	1.6	2	6
COc1ccc(CC(NC(C)=O)C(=O)NC2CCN(S(=O)(=O)c3ccccc3)CC2)cc1OC (configuration not stated)	13	i	-1	3	-7	2	0.8	0	-6
Cc1cc(N2CCN(C3CCCC3)CC2)n2c(nc3ccccc32)c1C#N	5	x	22	-1	-3	6	1.5	7	10
Cc1c(NC(=O)OC(C)C)sc(=S)n1C	6	i	8	-2	-2	9	-0.6	-4	-3
Cc1ccccc1S(=O)(=O)N1[C@@H](c2ccc(Cl)cc2)C(C(=O)O)=CC[C@H]1c1ccc(Cl)cc1	-18	i	x	-2	-10	-24	-1.0	-4	12
C/C(=N\OC(=O)c1ccc(C)cc1)c1c(C)nc2cc(C)ccn12	-1	i	-4	-1	-9	-10	0.6	2	-2
CN(C(=O)c1cccs1)c1ccccc1C(=O)O	7	i	-1	4	-10	-4	0.0	-5	-11
CCCc1nc2c3ccccc3ccn2c1Cc1cccc(Cl)c1	12	i	-1	0	-1	-13	-0.9	-24	10
CCNC(=O)C1CCCN(C(=O)c2ccc(OC)cc2OC)CC1 (configuration not stated)	-1	i	-3	-3	-6	14	1.6	7	-11
CN(C(=O)c1ccc(NC(=O)Cc2ccc(NC(=O)C3CCN(C(=O)C4CCCCC4)CC3)cc2)cc1)C1CC1	-5	i	3	68*	-7	6	0.8	0	-11
CCCn1c(SCC(=O)NC(C)C23CC4CC(CC(C4)C2)C3)n[nH]c1=O (configuration not stated)	1	i	4	0	-4	-1	-0.2	2	-4
COc1ccc(-n2c(SCC(=O)Nc3ccccc3OC)nc(O)c(Cc3ccccc3)c2=O)cc1	-8	i	4	0	-11	2	0.4	2	-1
CC(Sc1nc2cc(Cl)ccc2s1)C(=O)Nc1ccc2c(c1)OCO2 (configuration not stated)	5	i	3	-2	-4	-11	-1.4	-3	22
c1ccc(-c2c[n+]3c(n2-c2ccccc2)CCC3)cc1	-10	i	-1	-5	-4	10	0.7	6	-5
O=C(OCC(F)(F)C(F)F)c1ccccc1C(=O)Oc1ccc(F)cc1F	17	i	-1	1	2	6	0.6	3	24
O=C(CNC(=O)c1ccccc1F)OCn1nnc2ccccc2c1=O	7	i	1	1	-4	-9	1.3	2	-5
C=CCc1cc(C(=O)N2CCCCC2)ccc1O	-28	i	-6	2	-5	-1	-0.4	0	-7
Cc1ccccc1OCCn1ccnc1	15	i	3	2	-1	-3	-0.1	-2	-6
COc1cc(CN2CCN(c3cccc(C)c3C)CC2)cc(OC)c1O	-7	i	-1	4	7	-6	0.3	-2	-3
CCOc1ccc(N(CC(=O)NC2CCCCC2)S(=O)(=O)c2ccc(C)cc2)cc1	5	i	-3	0	-1	18	-0.9	4	2
CNCC[C@H](Oc1cccc2ccccc12)c1cccs1	-5	i	2	1	-8	-1	2.3	-9	-8
Other compounds follow.
SMILES	SKN-1 block	Neddyl block	MT1-MMP act inh	Rin1 Abl inh	bovine MsrA act	NRP1-CendR mod	MsrA inh	eLon inh	FAS TE block
Cc1ccc(C(=O)Cn2cccn2)cc1	-1	i	2	-3	-3	13	1.9	1	-6
CCCCNC(=O)C(NC(=O)Cc1cc(C(F)(F)F)cc(C(F)(F)F)c1)C(=O)c1ccccc1 (configuration not stated)	-8	i	2	x	x	-9	1.0	x	x
CSc1cccc(NC(=O)C2CCCN2S(=O)(=O)c2ccc(Br)s2)c1 (configuration not stated)	14	i	4	-1	-1	-4	1.0	-4	22
Cn1nc(C(F)(F)F)c(-c2ccc(Br)cc2)c1NC(=O)CSCC(=O)O	2	i	-2	-4	-3	1	-0.3	6	-5
CCCc1nnc(NC(=O)c2c(O)c3c([nH]c2=O)CCCC3)s1	4	i	12	-1	-3	-5	0.2	-7	-6
COc1ccc(S(=O)(=O)N2CCN(c3cc(-c4ccccc4)nc4ncnn34)CC2)cc1	9	i	-3	2	-4	-9	-0.2	-8	21
CCCNC(=O)Cc1c(C)n(C(=O)c2ccc(Cl)cc2)c2ccc(OC)cc12	-12	i	1	2	-6	1	1.1	1	8
Cc1coc2c1c(C)cc1oc(=O)c(CC(=O)NCC(=O)NCC(=O)O)c(C)c12	-9	x	x	-5	-14	-17	0.7	-1	-9
CC(=O)c1ccc(NC(=O)COc2ccccc2C(=O)Nc2ccccc2)cc1	5	i	2	2	1	-4	2.1	-10	17
O=C(C1CC(c2ccccc2O)=NO1)N1CCCCC1 (configuration not stated)	17	i	-4	1	-1	23	-0.4	5	-7
O=C(NCC1CCCO1)c1ccc(S(=O)(=O)Nc2ccc(F)cc2)cc1 (configuration not stated)	13	i	1	-1	1	4	-1.4	2	-4
N#C/C(=C/c1ccc(-c2ccc(S(N)(=O)=O)cc2)o1)C(=O)Nc1ccccc1	15	i	-1	-3	-4	5	0.8	-12	0
CCOc1ccc(-n2cc(C(=O)Nc3cccc(C)n3)c3cc(OC)c(OC)cc3c2=O)cc1	-15	i	-4	2	-14	2	-1.4	-12	10
S=c1[nH]nc(Nc2cccc(Cl)c2)s1	-2	i	1	2	-3	11	2.0	-11	-5
CCN(CC)CC(=O)N1c2ccccc2CCc2ccc(NC(=O)c3cc(OC)c(OC)c(OC)c3)cc21	7	i	1	-3	1	-27	-0.3	-6	-1
